Sm TGR inh: S. mansoni TGR enzyme inhibition | purified TGR, DTNB reduction, TNB absorbance 405 nm | Potency, µM (doses to about 114 µM), inactives show at the highest dose activity change, negative = inhibition, hits mostly inhibitors | 360,000 compounds, 3% hits; also: potency is read from the fitted curve at half-maximal effect; nearly all actives have a fitted effect of over 60% in size
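TGR 20 nM + NADPH 100 uM (dispensed conc.), cpd preinc 15 min RT; start with NADPH (500 uM addition) then DTNB (15 mM addition). Kinetic TNB absorbance, 405 nm filter. Four-parameter Hill fit across titration.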
AmpC inh no detg: inhibitors of E. coli AmpC beta-lactamase without detergent; AmpC nitrocefin hydrolysis, absorbance 480 nm, 0.0001% Triton; Potency, µM (titrated, usually from 57.1 µM), without a hit: at the highest dose activity change, negative = inhibition, usual class: inhibitors; 330,000 compounds, 0.52% hits; AID 485341;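 also: potency is read from the fitted curve at half-maximal effect; plate controls were no compound for no effect and no enzyme for full effect; nearly all actives have a fitted effect of over 20% in size; some results filed as inactive show a strong effect at the top dose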
Target sequence (P00811 whole entry, looked up): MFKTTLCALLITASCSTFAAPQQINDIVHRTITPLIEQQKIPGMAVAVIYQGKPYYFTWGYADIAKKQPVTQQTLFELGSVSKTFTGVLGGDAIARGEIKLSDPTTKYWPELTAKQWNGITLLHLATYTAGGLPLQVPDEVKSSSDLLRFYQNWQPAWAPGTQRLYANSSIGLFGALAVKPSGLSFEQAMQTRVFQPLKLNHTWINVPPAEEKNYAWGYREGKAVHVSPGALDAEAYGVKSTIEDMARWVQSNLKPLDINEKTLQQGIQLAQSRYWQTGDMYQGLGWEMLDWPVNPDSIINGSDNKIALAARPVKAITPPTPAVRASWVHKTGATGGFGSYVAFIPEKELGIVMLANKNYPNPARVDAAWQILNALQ
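AmpC (5.3 nM in the dispensed reagent) in 20 mM phosphate pH 7.0 with 0.01% (detergent screen) or 0.0001% Triton X-100 was preincubated with compounds for 15 min at room temperature. Nitrocefin was then added from an 800 uM solution, and hydrolysis was followed at 480 nm.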
AMA1-RON2 inh: disrupts binding of P. falciparum AMA1 to RON2; Potency, µM (highest dose often 58.2 µM), for the others: at the top dose activity change, negative = inhibition, actives largely listed as inhibitors; AlphaScreen AMA1-biotinylated RON2 peptide binding; 360,000 compounds, 0.2% hits;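 also: potency is read from the fitted curve at half-maximal effect; 0% = vehicle wells and -100% = peptide control; nearly all actives have a fitted effect of over 45% in size; some results filed as inactive show a strong effect at the top dose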
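AMA1 (3D7) with his tag at 25 nM final met compounds first, then biotinylated RON2 peptide at 25 nM; detection used donor plus acceptor beads, 10 µg/mL apiece, read by AlphaScreen after 30 min at room temperature.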
FBPA Giardia inh: blocks Giardia fructose-bisphosphate aldolase activity; Potency, µM (series often up to 59.6 µM), for the others: at the top dose activity, negative = inhibition, hits mostly inhibitors; purified Giardia FBPA; 290,000 compounds, 0.71% hits; also: potency is read from the fitted curve at half-maximal effect; nearly all actives have a fitted effect of over 55% in size
Target sequence (A8B2U2 whole entry, looked up): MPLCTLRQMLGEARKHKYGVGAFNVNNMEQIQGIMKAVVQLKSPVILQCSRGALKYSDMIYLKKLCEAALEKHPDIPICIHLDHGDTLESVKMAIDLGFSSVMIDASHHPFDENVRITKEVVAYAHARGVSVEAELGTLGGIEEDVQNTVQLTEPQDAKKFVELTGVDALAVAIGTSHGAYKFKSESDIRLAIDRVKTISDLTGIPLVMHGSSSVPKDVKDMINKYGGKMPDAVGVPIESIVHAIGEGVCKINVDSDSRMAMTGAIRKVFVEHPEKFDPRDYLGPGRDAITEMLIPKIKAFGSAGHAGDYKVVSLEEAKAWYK
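Giardia FBPA (40 nM reagent) was preincubated 10 min at RT with compound (up to 57.5 uM final), then substrate plus GAPDH/TPI/NAD/arsenate coupling system with diaphorase/resazurin was added; resorufin fluorescence (525/598 nm) was read after 20 min.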
HCMV inh: human cytomegalovirus inhibition; HFF cells, HCMV-luciferase reporter, 72 h; stronger effect = lower value; activity change, negative = inhibition, % at 57.5 µM; 410,000 compounds, 4.5% hits; AID 1259415; in the data active = activity change below about -60%; inconclusive = no clear call, values can overlap the other calls; inactive = above about -39%
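Human foreskin fibroblasts infected with luciferase-reporter HCMV at MOI 1 PFU/cell, compounds at two doses. Luciferase measured 72 h post infection; normalized to buffer-only basal and Salinomycin (10uM) controls.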
AmpC detergent: AmpC beta-lactamase inhibition with detergent present | P00811 | AmpC hydrolysis of nitrocefin, absorbance 480 nm, 0.01% Triton | Potency, µM (titrated, usually from 114 µM), without a hit: at the top dose activity change, negative = inhibition, most hits filed as inhibitors | 370,000 compounds, 0.041% hits | AID 485294;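 also: potency is read from the fitted curve at half-maximal effect; 0% = no-compound wells and -100% = no-enzyme wells; nearly all actives have a fitted effect of over 25% in size; some results filed as inactive show a strong effect at the top dose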
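20 mM phosphate pH 7.0 + 0.01% (detergent screen) or 0.0001% Triton X-100; 5.3 nM AmpC reagent; cpd preinc 15 min RT; nitrocefin (800 uM stock) to start; A480 q20 s × 4 min; Activity was normalised to no-enzyme and no-compound control wells.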
* = called active by the depositor; ? = inconclusive; . = no result given; & = joins results of further samples; [ ] = dose if it differs, or a comment. Unless noted, calls follow the shape of the dose curve; as a rule, active = well fitted curve in the direction sought with a large enough effect; inconclusive = small, poorly fitted or top-dose-only effect, or another doubt; inactive = no such curve, though single readings can be large; an effect the other way counts as inactive or inconclusive. Unless noted, % is scaled to controls: 0 for no effect and ±100 for the full control effect.

[1] O=C(Cn1nnc(-c2ccccc2Cl)n1)N/N=C/c1ccc(-c2cccc(Cl)c2)o1
[2] COc1ccc(NC(=O)c2cc(S(=O)(=O)N3CCCCC3)c[nH]2)cc1Cl
[3] COc1ccc(OC)c(C2=NS(=O)(=O)N(C)C(C(=O)NCc3cccs3)=C2)c1
[4] CCCCc1c(C)nc2ccc(OC)cc2c1SCCC(=O)O
[5] CCCN(Cc1cccs1)C(=O)Nc1ccccc1C
[6] COC(=O)c1sccc1NC(=O)C1CC(C)=C(C)CC1C(=O)O (centres undefined)
assay / entry,1,2,3,4,5,6
Sm TGR inh,-7%,-8%&2%,?,7%,29%,-13%
AmpC inh no detg,-21%,-28%,-40%,-20%,.,-33%
AMA1-RON2 inh,24%,0%,-12%,6%,.,3%
FBPA Giardia inh,0%,1%,13%,.,.,9%
HCMV inh,?,?,-40,-27,28,3
AmpC detergent,-13%,-12%&-3%,-10%,-6%,14%,-2%

[7] O=C(CN1C(=O)c2ccccc2S1(=O)=O)NCc1cccnc1
[8] Cc1c(Cl)cccc1NC(=O)Cc1cccs1
[9] CCOC(=O)N1CCN(C(=O)CCc2c(C)nc3nc(C)nn3c2C)CC1
[10] CCC1CCCCN1C(=O)CSc1nnc(-c2ccc(Cl)cc2)o1 (centres undefined)
[11] CC(C)c1ccc(CNCc2ccccc2)cc1
[12] Cc1ccc(NC(=O)CN(C)S(=O)(=O)c2cccs2)c(Br)c1
assay / entry,7,8,9,10,11,12
Sm TGR inh,-3%,-12%,2%,-25%,21%,6%
AmpC inh no detg,-25%,-20%,-8%,-20%,-3%,-11%
AMA1-RON2 inh,-17%,2%,8%,11%,-7%,4%
FBPA Giardia inh,12%,3%,-9%,3%,-8%,7%
HCMV inh,-2,-9,2,-10,?,53
AmpC detergent,1%,0%,-9%,?,0%,-11%

A few values from the list:
cpd 7 – AMA1-RON2 inh = -17%
cpd 6 – AmpC detergent = -2%

Later entries.
[13] Cn1c(-c2ccccc2O)cc2ccccc21
[14] COCCCNC(=S)N(Cc1ccccc1)Cc1nc2ccccc2c(=O)[nH]1
[15] CCc1ccc[n+](-c2[nH]c(=O)sc2/C=N/N=C(\N)[O-])c1
[16] COc1cccc(NC(=O)CCC(=O)Nc2cccc(OC)c2)c1
[17] O=C(O)CC/C(=N/NC(=O)CNC(=O)C(c1ccccc1)c1ccccc1)c1ccccc1
[18] CCc1c(C)sc(NC(=O)c2ccc(Br)o2)c1C(=O)OC
assay / entry,13,14,15,16,17,18
Sm TGR inh,1%,-19%,4%,-17%,40%[activator],7%
AmpC inh no detg,-30%,-40%,-7%,-21%,-28%,-27%
AMA1-RON2 inh,-11%,-2%,17%,3%,1%,25%
FBPA Giardia inh,-8%,-11%,0%,11%,13%,-4%
HCMV inh,11,-1,9,63,0,16
AmpC detergent,-9%,?,4%,-3%,8%,?

[19] COc1ccc2[nH]c(O)c(N=NC(=N)N)c2c1
[20] O=C(COc1ccccc1Cl)NCCCNC(=O)c1ccncc1
[21] COCCn1c(SCC(=O)Nc2ncc(Cl)c(C)c2Cl)nc2ccccc21
[22] S=c1[nH]nc2n1CCCN2
[23] CCOc1ccc(C(=O)NCC(=O)OCC(=O)Nc2ccc(C)c(S(=O)(=O)N(C)C)c2)cc1
[24] Cc1ccccc1S(=O)(=O)Nc1cccnc1
assay / entry,19,20,21,22,23,24
Sm TGR inh,-6%,-10%,28%,4%,13%,0%
AmpC inh no detg,-23%,-3%,63%[activator],-4%,-8%,-10%
AMA1-RON2 inh,15%[2.32 µM],2%,1%,4%,46%[activator],2%
FBPA Giardia inh,0%,9%,0%,-7%,-1%,3%
HCMV inh,-8,23,-36,-3,-19,10
AmpC detergent,-10%,-12%,-13%,5%,-5%,-1%

[25] COCCn1c(SCC(=O)N2CCC(C)CC2)nc2c(c1=O)SCC2
[26] CC(C)c1ccccc1-n1cc[nH]c1=S
[27] O=C(C1=C[C@H](c2ccccc2)C[C@H](OCc2ccc(CO)cc2)O1)N1CCN(Cc2ccc3c(c2)OCO3)CC1
[28] CC(C)Oc1ccc(S(=O)(=O)N2CCOCC2)cc1NC(=O)C1=NN(c2ccccc2)C(=O)CC1
[29] COc1ccc(C2CC(=O)N(CC(=O)NCC3CCCO3)c3ccccc3S2)cc1 (centres undefined)
[30] COc1ccc(NS(=O)(=O)c2cccc(N3CC(O)=C(c4ccccc4)C3=N)c2)cc1
assay / entry,25,26,27,28,29,30
Sm TGR inh,1%,6%,-16%,-2%,-10%,-13%
AmpC inh no detg,3%,-19%[11.4 µM],114%[activator],215%[activator],82%[activator],-51%
AMA1-RON2 inh,-10%,30%[activator],-27%,-17%,9%,-5%
FBPA Giardia inh,.,?,-2%,.,4%,0%
HCMV inh,13,-20,6,-5,-32,41
AmpC detergent,7%,-11%,-3%,6%,-8%,0%

[31] Cc1cc(OCC(=O)Nc2ccc(CN3CCCCC3)cc2)ccc1Cl
[32] CCOC(=O)N1CCN(C(=O)CCn2nc(-c3ccc(Cl)cc3)ccc2=O)CC1
[33] COc1ccccc1NC(=S)N1C2CCC1CC(NC(=O)NC13CC4CC(CC(C4)C1)C3)C2 (centres undefined)
[34] COc1ccccc1N(CC(=O)NCC1CCCO1)C(=O)CNS(=O)(=O)c1ccc(C)cc1 (centres undefined)
[35] CCOc1ccccc1C(=O)Nc1cccc2ccccc12
[36] Cc1ccc2c(c1)cc1c(=O)n(CC(=O)N3CCCCC3)nc(C)n12
assay / entry,31,32,33,34,35,36
Sm TGR inh,3%,6%,-1%,15%,-9%,0%
AmpC inh no detg,1%[2.29 µM],76%[activator],18%,16%,-28%,.
AMA1-RON2 inh,15%,0%,-11%,-7%,8%,.
FBPA Giardia inh,0%,0%,0%,1%,2%,.
HCMV inh,?,-13,?,20,37,-18
AmpC detergent,-6%,-8%,2%,-4%,-14%,-6%

Quoted at random: two records from the list.
[31] Cc1cc(OCC(=O)Nc2ccc(CN3CCCCC3)cc2)ccc1Cl
[35] CCOc1ccccc1C(=O)Nc1cccc2ccccc12
assay / entry,31,35
Sm TGR inh,3%,-9%
AmpC inh no detg,1%[2.29 µM],-28%
AMA1-RON2 inh,15%,8%
FBPA Giardia inh,0%,2%
HCMV inh,?,37
AmpC detergent,-6%,-14%

The list goes on.
[37] Cn1c(=O)c2c(nc3sccn32)n(C)c1=O
[38] CCc1ccc(CNC(=O)c2nn(-c3ccc(C)cc3)c(=O)c3c2c2ccccc2n3C)cc1
[39] Cc1nn(-c2ccccc2)c(Cl)c1C(=O)NCC(C)C
[40] CC1C(=O)N2CCCc3cc(NS(=O)(=O)c4ccc(F)cc4)cc1c32 (centres undefined)
[41] O=C(O)C1Cc2c([nH]c3ccccc23)C(c2ccc3c(c2)OCO3)N1 (centres undefined)
[42] CCN(CC(=O)NCc1ccc(F)cc1)Cc1nc2cc(Cl)ccc2c(=O)[nH]1
assay / entry,37,38,39,40,41,42
Sm TGR inh,-6%,-2%,-18%,2%,-27%,-12%
AmpC inh no detg,-19%,.,-8%,2%,-26%,66%[activator]
AMA1-RON2 inh,48%[activator],.,11%,4%,18%,0%
FBPA Giardia inh,-2%,.,1%,.,-5%,15%
HCMV inh,12,23,5,9,-14,-4
AmpC detergent,?,2%,3%,4%,-7%,-3%

[43] Cc1ccc(C)c(N2CCN(CCCNC(=O)c3nnc(Cc4ccc(F)cc4Cl)o3)CC2)c1
[44] COc1ccc(-c2cc(C(=O)Nc3ccc(C)c(N)c3)c3ccccc3n2)cc1
[45] CC(c1ccccc1)n1c(N2CCNCC2)nc2c1c(=O)[nH]c(=O)n2C (centres undefined)
[46] Cn1c(/C(C#N)=C(\O)CN2CCN(Cc3ccccc3)CC2)nc2ccccc21
[47] O=C(c1ccc(Cl)cc1)N1CCCC(C(=O)N2CCN(c3ccccc3)CC2)C1 (centres undefined)
[48] COc1cc(OC)cc(C(=O)N[C@H](C(=O)OCC(=O)Nc2ccc(C)cc2C)C(C)C)c1
assay / entry,43,44,45,46,47,48
Sm TGR inh,-1%,1%,?,-32%,-8%,0%
AmpC inh no detg,.,23%,-17%,-5%,110%[activator],64%[activator]
AMA1-RON2 inh,.,-27%,17%,36%[activator],0%,-17%
FBPA Giardia inh,.,11%,-7%,3%,11%,2%
HCMV inh,-1,-9,17,20,-32,-90*
AmpC detergent,5%,-7%,-8%,-19%,-5%,5%

[49] COc1ccc(S(=O)(=O)Nc2nc3c(s2)CCCC3)cc1
[50] CC1(C)NC(=O)N(c2ccccc2Cl)C1(C)NO (centres undefined)
[51] Cc1ccccc1Nc1nc(N)nc(CSc2nc3ccccc3c(=O)n2CCCO)n1
[52] COC(=O)c1ccc(N(C(=O)c2ccco2)C(C(=O)NC2CCCC2)c2ccco2)cc1 (centres undefined)
[53] CC(=O)Nc1ccc(S(=O)(=O)N2CCN(CC(O)COc3ccc4ccccc4c3)CC2)cc1 (centres undefined)
[54] CCc1ccc(Nc2nc(-c3cc4cccc(OC)c4oc3=O)c(CC)s2)cc1
assay / entry,49,50,51,52,53,54
Sm TGR inh,3%,-4%,3%,?,7%,23%
AmpC inh no detg,-22%,-17%,92%[activator],-7%,153%[activator],.
AMA1-RON2 inh,16%,-4%,11%,2%,5%,.
FBPA Giardia inh,6%,4%,0%,1%,-4%,.
HCMV inh,-36,6,33,-21,-87*,?
AmpC detergent,4%,5%,?,6%,3%,-7%

[55] CC(C)Cn1c(SCC(=O)Nc2ncccn2)nc2ccccc21
[56] Clc1ccc(C2=C3CCCCn4c(-c5ccccc5)c[n+](c43)C2)cc1
[57] CCC1CCC(C(=O)NC(CCSC)C(=O)NCCN(CC(C)C)CC(C)C)CC1 (centres undefined)
[58] COc1ccc(C(=O)N[C@H](C(=O)NCC2CCCCC2)C(C)C)cc1
[59] O=C(Nc1ccccc1C(=O)NC1CCCCC1)c1ccco1
[60] COc1cccc(CNC(=O)c2ccc3c(c2)N(Cc2ccc(F)cc2Cl)C(=O)c2ccccc2S3)c1
[61] CC(=O)C1=C(O)C(=O)N(CCCCCC(=O)O)C1c1ccc(N(C)C)cc1 (centres undefined)
assay / entry,55,56,57,58,59,60,61
Sm TGR inh,3%,-5%,1%,-1%,-1%,-5%,1%
AmpC inh no detg,-14%,1%,-11%,-7%,-8%,.,-18%
AMA1-RON2 inh,0%,3%,3%,4%,3%,.,4%
FBPA Giardia inh,-1%,-24%,2%,2%,2%,.,?
HCMV inh,-35,-9,-34,0,-13,?,12
AmpC detergent,5%,-14%,-14%,7%,?,10%,5%

Exported with bars between the fields: part of the list above.
cpd | Molecule | Sm TGR inh | AmpC inh no detg | AMA1-RON2 inh | FBPA Giardia inh | HCMV inh | AmpC detergent
60 | COc1cccc(CNC(=O)c2ccc3c(c2)N(Cc2ccc(F)cc2Cl)C(=O)c2ccccc2S3)c1 | -5% | . | . | . | ? | 10%
61 | CC(=O)C1=C(O)C(=O)N(CCCCCC(=O)O)C1c1ccc(N(C)C)cc1 (centres undefined) | 1% | -18% | 4% | ? | 12 | 5%

Compound activity (PubChem)
